# GPR35 arrestin U2OS: GPR35 antagonists blocking zaprinast-driven arrestin recruitment, primary screen, imaging, U2OS, beta-arrestin-GFP, zaprinast agonist (AID 2058). U2OS GPR35 beta-arrestin-GFP translocation imaging, zaprinast antagonism; higher % means a stronger effect. one-dose inhibition, % at 10 µM; IC50 in µM for titrated hits. 290,000 tested, 0.052% active;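 active = inhibition of at least 50% with at least 30 cells and total cytoplasm GFP at most 10,000,000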
# NTR1 ag: agonists of NTR1, primary screen, imaging, U2OS cells, beta-arrestin-GFP, high content (AID 493036) | NTR1-U2OS beta-arrestin-GFP spot imaging, agonist mode | 330,000 tested, 0.17% active | P30989 | activation, % at 20 µM;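 active = activation at or above 40% of the spot to cytoplasm intensity ratio, with at least 20 cells analyzed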;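 note: 0% = DMSO without peptide and 100% = 100 nM NTR1 peptide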
# Target sequence (P30989 whole entry, looked up): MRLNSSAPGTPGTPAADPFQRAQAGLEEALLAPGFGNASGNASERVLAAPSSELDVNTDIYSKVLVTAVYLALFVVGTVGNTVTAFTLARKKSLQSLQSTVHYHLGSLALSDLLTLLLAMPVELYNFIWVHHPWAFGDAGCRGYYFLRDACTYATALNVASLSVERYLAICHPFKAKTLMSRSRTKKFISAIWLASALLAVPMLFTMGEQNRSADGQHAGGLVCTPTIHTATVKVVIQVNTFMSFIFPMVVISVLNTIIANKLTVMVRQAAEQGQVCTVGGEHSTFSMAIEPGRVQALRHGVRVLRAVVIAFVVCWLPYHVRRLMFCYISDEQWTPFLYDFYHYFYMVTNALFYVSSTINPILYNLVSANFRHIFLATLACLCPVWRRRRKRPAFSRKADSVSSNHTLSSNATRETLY
# Large T inhibition: TAg ATPase/helicase activity blockers – biochemical (AID 1903); SV40 large T antigen ATPase/helicase inhibition assay; higher % means a stronger effect; one-dose inhibition, % at 20 µM; IC50 in µM for titrated hits; 310,000 tested, 0.39% active; in the data active = a potency from the dose series; note: strong numbers were not always called active
# GPR55 LPI antagonism: inhibition of LPI-stimulated GPR55 beta-arrestin translocation – imaging, U2OS, beta-arrestin-GFP, LPI agonist, primary screen (AID 2013); U2OS GPR55 beta-arrestin-GFP translocation imaging, LPI antagonism; higher % means a stronger effect; inhibition, % at 10 µM; hits with a dose series show IC50 in µM; 290,000 tested, 0.13% active;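 active = spots per cell inhibited over 60%, with over 100 cells counted and total cytoplasm intensity under 500,000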;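 note: U2OS cells stably carrying GPR55 and arrestin-GFP stimulated by 5 µM LPI near EC80; imaged beta-arrestin-GFP aggregate spots per cell after agonist stimulation; plate controls were LPI-stimulated DMSO wells for no effect and DMSO wells without LPI for full effect; some results filed as inactive read as strong as hits; confirmed hits need IC50 under 10 µM and bright autofluorescent wells are also inconclusive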
# MgcRacGAP inhibition: MgcRacGAP GTPase-activating activity inhibitors, confirmation, biochemical, ADP Hunter fluorescence. MgcRacGAP-stimulated Rac1 GTP hydrolysis, ADP Hunter fluorescence; higher % means a stronger effect; GST-tagged Rac1 F28L mutant substrate. one-dose inhibition, % at 30 µM; IC50 in µM for titrated hits. 340,000 tested, 0.6% active;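 active = first-screen hits whose inhibition reached a set limit at any dose in the follow-up dose series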;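 note: fluorescence reports GDP produced by GAP-driven GTP hydrolysis; strong numbers were not always called active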
# T cell modulator: T cell immune modulation candidate. 2C CD8+ T cell-vesicle binding, flow cytometry; hits give low values. calls only at 7 µM. 330,000 tested, 0.068% active. AID 2052;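 active = response, share of CD8 T cells binding vesicles, and their 90th percentile fluorescence all below set limits, cut at about 80% in these data, passing the limit was not always enough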
#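 Assay system – 2C mouse CD8+ T cells · Also added – QL9-loaded Drosophila micro-vesicles · Timing – Cell–vesicle co-incubation 1.5 h at 37 °C, staining 20 min on ice · Signal – flow cytometry of vesicle-bound cells · Measure – percent CD8+ FL2 mean versus row control · Controls – Peptide-free naked vesicles (low) and QL9 vesicles with 0.7% DMSO vehicle (high)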
# LYP phosphatase: inhibitors of LYP phosphatase, biochemical, fluorescence intensity, uHTS (AID 1779). recombinant LYP phosphatase, fluorescence intensity; higher % means a stronger effect. one-dose inhibition, % at 11.5 µM; IC50 in µM for titrated hits. 290,000 tested, 0.054% active; in the data active = inhibition above about 50%;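 note: plate controls were vehicle with enzyme for no effect and no enzyme for full effect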
# Lipid droplet: hepatic lipid droplet formation modulation; AML12 mouse hepatocytes, oleate lipid droplets, BODIPY imaging; inhibition, % at 6.5 µM; 240,000 tested, 0.4% active;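 active = lipid droplet intensity inhibited by at least 50%, with more than 500 cells counted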
#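 Assay system: AML12 mouse liver cells | Compound dosing: One dose, 6.5 µM compound | Read-out basis: Droplet intensity reduction, % inhibition | Measured by: Fluorescence imaging, 20x objective, two fields per well | Schedule: Overnight treatment with compound plus oleate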
# GPR55 activation: GPR55 agonists via beta-arrestin recruitment, primary screen, imaging, U2OS cells, beta-arrestin-GFP redistribution (AID 1961). activation, % at 10 µM, or EC50 in µM where a hit was titrated. U2OS GPR55 beta-arrestin-GFP redistribution imaging; higher % means a stronger effect. 290,000 tested, 0.048% active;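 active = activation above 40% with more than 50 cells counted in the well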;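 note: U2OS osteosarcoma cells stably expressing GPR55 and beta-arrestin-GFP; plate controls were DMSO negative control for no effect and LPI positive control for full effect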
# Lipid droplet cells 6.5 µM: recorded beside Lipid droplet, whose call it bears; cell count; measured here: cell count, cytotoxicity flag;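 cells counted across two imaged fields per well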
# T cell modulator vesicle-bound %: recorded beside T cell modulator, whose call it bears; double positive events, %; measured here: CD8+ vesicle-bound cell fraction;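 binding gate set so that unloaded-vesicle control wells show 10% double positive cells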
# NTR1 ag cell count 20 µM: second read-out of NTR1 ag, no call of its own (marks repeat the call); cell count; measured here: cell count, cytotoxicity flag
# * marks the source's active call; other numbers are inactive results; i = inactive; x = not tested or not shown.
SMILES,GPR35 arrestin U2OS,NTR1 ag,NTR1 ag cell count 20 µM,Large T inhibition,GPR55 LPI antagonism,MgcRacGAP inhibition,T cell modulator,T cell modulator vesicle-bound %,LYP phosphatase,Lipid droplet,Lipid droplet cells 6.5 µM,GPR55 activation
Cc1cn([C@H](C(=O)NCCCCCCCCCCC(=O)N2CCN(C(=O)OC(C)(C)C)CC2)[C@@H](C)O)nn1,x,3.4,89,12%,x,3%,i,55,x,x,x,x
FC(F)(F)c1nnc2ccc(NCc3ccccc3)nn12,1%,0.6,40,5%,-1%,-1%,i,36,-2%,12,695,0.5%
CC(C)OCCCNC(=O)C(=O)N/N=C/c1ccc(OCc2ccccc2)cc1,10%,1.4,51,15%,10%,x,i,29,-10%,2,741,-0.1%
Cc1ccsc1/C=C1/NC(=O)N(Cc2ccc(F)cc2)C1=O,21%,5.3,91,2%,2%,-10%,i,57,-8%,-1,606,0.2%
CCOc1ccccc1C1C(C(N)=O)=C(C)Nc2nc(-c3cccc(C)c3)nn21 (stereo not given),x,-0.4,81,1%,x,9%,i,29,x,x,x,x
COc1ccc(CC(CC(=O)O)C(=O)Nc2ccc(Cl)c(Cl)c2)cc1 (stereo not given),5%,-0.8,80,13%,-8%,4%,i,54,-7%,-1,792,0.0%
O=C(Nc1ncccc1Cl)C(Sc1ccccc1)c1ccccc1 (stereo not given),9%,0.7,90,3%,-27%,7%,i,61,4%,x,x,-0.2%
C/C(=N/OCO/N=C(\C)c1ccccc1F)c1ccccc1F,-8%,3.2,41,-1%,5%,4%,i,53,-2%,-38,697,0.4%
O=S(=O)(c1ccc2c(c1)OCCCO2)N1CCNCC1,15%,0.0,59,3%,5%,5%,i,18,-2%,-10,563,-0.3%
O=C1NC(c2ccccc2Cl)Nc2ccccc21 (stereo not given),6%,-0.9,75,8%,43%,6%,i,32,-3%,x,x,0.0%
COC(=O)Cc1c(C)c2c(OCc3nn[nH]n3)cc(C)cc2oc1=O,7%,-0.1,56,5%,10%,-3%,i,33,-1%,x,x,-0.2%
CCOC(=O)c1cc(CC)sc1N1C(=O)CC(Sc2ccccc2C(=O)O)C1=O (stereo not given),5%,0.4,40,8%,-7%,1%,i,37,-7%,-3,669,2.2%
CC1CN(CC(O)COC2CCC(C(C)(C)C)CC2)CC(C)O1 (stereo not given),3%,-0.7,31,2%,30%,3%,i,25,-11%,7,661,0.4%
Cc1ccc(CNC(=O)CCS(=O)(=O)c2cc3c(cc2Cl)NC(=O)CO3)o1,12%,-2.8,64,x,-14%,-2%,i,48,-11%,-14,772,1.2%
Cc1ccsc1/C=N/Nc1nc2ccccc2s1,-2%,25,49,5%,11%,17%,i,44,-4%,-3,654,-0.2%
C=CCNC(=S)N1CCOCC1,19%,1.2,56,0%,6%,0%,i,19,-2%,0,666,-0.1%
COc1ccc(-c2nc(CN3CCN(c4ncnc5ccccc45)CC3)c(C)o2)c(OC)c1,9%,0.8,86,5%,10%,0%,i,62,-5%,-20,662,-0.1%
C=CCN=C1SCC(=O)N1S(=O)(=O)c1ccccc1,24%,0.6,86,1%,19%,4%,i,22,-3%,x,x,0.2%
CC(C)(C)Nc1nc(Cl)nc(NCCN2CCOCC2)n1,2%,-0.5,44,-4%,-7%,-2%,i,8,-7%,20,712,-0.1%
Cc1nnc(SCc2nc3sc4c(c3c(=O)[nH]2)CCCC4)n(N)c1=O,-8%,0.2,58,x,-5%,x,i,49,-3%,33,662,0.2%
COc1ccc(NC(=O)COC(=O)c2ccc(-n3cnnn3)cc2)cc1Cl,x,0.7,81,18%,x,2%,i,23,x,x,x,x
COCCNC(=O)c1cc(-c2ccccn2)nc2ccc(S(=O)(=O)N3CCC(C)CC3)cc12,12%,0.2,62,3%,12%,7%,i,23,-9%,-4,698,0.0%
C/C(=C\C(=O)C(F)(F)F)Nc1cc(C)cc(C)c1,0%,4.0,29,-1%,-11%,12%,i,17,-4%,-3,607,-0.3%
O=C(O)CCn1c2c(c3ccccc31)CCCC2,-7%,4.7,89,4%,-19%,6%,i,41,3%,-2,755,-0.1%
COc1ccc(C(=O)NNC(=O)Cc2nc3nc(C)cc(C)n3n2)cc1,13%,-0.3,64,6%,-8%,9%,i,20,-12%,0,689,-0.2%
Cc1cc(C)nc(Sc2c(F)c(F)c(C(F)(F)F)c(F)c2F)n1,12%,0.0,61,3%,-8%,7%,i,53,-7%,x,x,0.1%
O=C(COC(=O)c1ccccc1NC(=O)c1ccco1)Nc1ccc2c(c1)OC(F)(F)O2,-1%,2.0,82,2%,5%,4%,i,44,-3%,-6,806,-0.2%
C=C(C)Cn1c(N2CCC(Cc3ccccc3)CC2)nc2c1c(=O)[nH]c(=O)n2C,13%,17,98,7%,1%,9%,i,27,-4%,64*,655*,0.3%
CCOc1ccc(-n2c(-c3ccc(Cl)cc3)c[n+]3c2SCC3)cc1,1%,0.7,64,8%,2%,9%,i,36,-6%,-8,675,-0.3%
COc1ccccc1CNC(=O)CC1C(=O)NCCN1C1Cc2ccccc2C1 (stereo not given),6%,0.6,58,24%,6%,4%,i,33,1%,-8,727,0.1%
NC(=S)n1[nH]c(-c2ccc([N+](=O)[O-])cc2)c(N=Nc2cccc([N+](=O)[O-])c2)c1=O,-14%,x,x,27%,-20%,12%,x,x,3%,-7,679,-0.2%
COC(=O)c1ccccc1OCCCCN1CC(C)OC(C)C1 (stereo not given),10%,-0.8,66,16%,8%,23%,i,29,-8%,19,680,0.1%
COc1cccc(N2CCN(CC(=O)c3c(C)[nH]c4ccccc34)CC2)c1,-8%,3.6,55,20%,8%,2%,i,42,-11%,-24,733,0.3%
COc1cc(-c2cc(-c3ccccc3)nc(SCC(=O)Nc3nccs3)c2C#N)cc(OC)c1OC,-2%,3.8,45,4%,0%,0%,i,18,-5%,x,x,0.2%
O=S(=O)(NCCc1ccccc1)c1cccs1,1%,-1.2,47,7%,20%,6%,i,35,-7%,13,779,-0.4%
COc1cc(C2C(C(=O)c3ccc(C)o3)=C(O)C(=O)N2CCN2CCOCC2)ccc1OCCC(C)C (stereo not given),-1%,0.7,48,x,-7%,5%,x,x,-14%,-9,880,0.0%
COc1ccc(-c2cc(C(F)(F)F)nc(SCC(=O)NCc3cnn(C)c3C)n2)cc1OC,-8%,0.1,51,10%,2%,11%,i,41,-4%,-21,460,-0.4%
O=C(NCC1CCCCC1)c1ccc(Br)o1,-5%,0.9,58,3%,10%,6%,i,9,-6%,-2,814,0.5%
CCCOP(=O)(OCCC)C1(Nc2ccc(C)cc2)CCCCC1,7%,-0.2,43,5%,-10%,10%,i,55,-7%,x,x,-0.3%
Cc1ccc(CN2CCSc3ccc(C(=O)NC4CCN(Cc5ccccc5)CC4)cc32)cc1,-5%,2.9,59,5%,23%,4%,i,61,-15%,37,685,1.6%
COC(=O)c1c(NC(=O)C2C3CCC(C3)C2C(=O)O)sc2c1CCCCC2 (stereo not given),-6%,-0.3,55,14%,-1%,4%,i,20,5%,15,707,-0.1%
COc1ccc(N2CC(C(=O)Nc3ccc4c(c3)OCO4)CC2=O)cc1 (stereo not given),-9%,-1.1,93,6%,6%,3%,i,31,-8%,-1,703,-0.1%
COc1cccc(C(=O)Nc2nc3ccccc3s2)c1,0%,-0.7,54,3%,3%,4%,i,40,-7%,11,856,-0.3%
Cc1cccc(NC(=O)c2sc(Cl)nc2C)c1C,-2%,-0.6,64,20%,-4%,8%,i,40,-6%,8,702,0.0%
CCOC(=O)c1ccccc1N=N/C(C(C)=O)=C(/C)O,-6%,5.6,54,6%,4%,3%,i,38,-3%,-2,764,0.1%
O=[N+]([O-])c1ccccc1/C=N/N1CCN(c2ccc(Cl)cc2)CC1,6%,7.6,63,-1%,-5%,13%,i,48,5%,37,663,-0.4%
COCCNC(=O)c1ccc(CS(=O)(=O)c2ccccc2OC)o1,-12%,4.1,87,3%,2%,10%,i,30,0%,-8,812,-0.1%
CCCCn1nc(C(=O)Nc2nc3c(s2)CCCC3)c2ccccc2c1=O,-2%,3.0,80,7%,13%,4%,i,63,-1%,-8,591,0.0%
C/C(=N\NC(=O)c1cc(Br)ccc1O)c1cccc(NC(=O)c2ccccc2F)c1,2%,2.6,65,9%,10%,6%,i,47,-6%,-3,632,-0.2%
COC(=O)C(C)(C)ONC(=O)Nc1ccc(Br)cc1,-4%,2.1,83,0%,-7%,6%,i,40,-4%,-15,652,-0.1%
COc1cccc(CN2CC(C(=O)NC3CCC3)CCC2=O)c1 (stereo not given),-4%,0.0,67,3%,6%,6%,i,72,-6%,-5,793,0.2%
Cc1c(NC(=O)c2ccc(S(=O)(=O)N3CCOCC3)cc2)c(=O)n(-c2ccccc2)n1C,10%,-2.1,56,11%,0%,4%,i,13,-5%,6,704,-0.1%
CC1CCCN(C/C=C/c2ccccc2[N+](=O)[O-])C1 (stereo not given),21%,0.5,88,-2%,0%,-2%,i,47,3%,x,x,-0.2%
CC(C)[C@H](NC(=O)c1ccc(F)cc1)C(=O)NC1=NCCS1,-4%,1.5,65,6%,12%,3%,i,11,1%,-17,675,-1.1%
COc1ccccc1NC(=O)NCCN1CCN(C(=O)Nc2ccccc2OC)CC1,-12%,1.8,55,2%,7%,4%,i,49,-6%,4,660,-0.3%
CC1(C)CC(=O)C(C=NCCN2CCN(C(=O)c3ccc(Br)cc3)CC2)=C(O)C1,-12%,-1.8,87,13%,-1%,7%,i,16,-3%,1,703,-0.4%

# Ordered by SMILES length (rising): some entries from above
SMILES,GPR35 arrestin U2OS,NTR1 ag,NTR1 ag cell count 20 µM,Large T inhibition,GPR55 LPI antagonism,MgcRacGAP inhibition,T cell modulator,T cell modulator vesicle-bound %,LYP phosphatase,Lipid droplet,Lipid droplet cells 6.5 µM,GPR55 activation
COC(=O)C(C)(C)ONC(=O)Nc1ccc(Br)cc1,-4%,2.1,83,0%,-7%,6%,i,40,-4%,-15,652,-0.1%
CC1CCCN(C/C=C/c2ccccc2[N+](=O)[O-])C1 (stereo not given),21%,0.5,88,-2%,0%,-2%,i,47,3%,x,x,-0.2%
Cc1c(NC(=O)c2ccc(S(=O)(=O)N3CCOCC3)cc2)c(=O)n(-c2ccccc2)n1C,10%,-2.1,56,11%,0%,4%,i,13,-5%,6,704,-0.1%
